FXIa mix inh = blocks human factor XIa in pooled compound mixtures; inhibition, % at 5 µM; 0.19% of 62,000 active; P03951; purified FXIa, fluorogenic substrate; AID 680;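 note: each value is inhibition by a whole ten-compound pool holding the compound; 0% = enzyme with no mixture and 100% = wells lacking enzyme; strong numbers were not always called active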
Target sequence (P03951 19-387 limits assumed): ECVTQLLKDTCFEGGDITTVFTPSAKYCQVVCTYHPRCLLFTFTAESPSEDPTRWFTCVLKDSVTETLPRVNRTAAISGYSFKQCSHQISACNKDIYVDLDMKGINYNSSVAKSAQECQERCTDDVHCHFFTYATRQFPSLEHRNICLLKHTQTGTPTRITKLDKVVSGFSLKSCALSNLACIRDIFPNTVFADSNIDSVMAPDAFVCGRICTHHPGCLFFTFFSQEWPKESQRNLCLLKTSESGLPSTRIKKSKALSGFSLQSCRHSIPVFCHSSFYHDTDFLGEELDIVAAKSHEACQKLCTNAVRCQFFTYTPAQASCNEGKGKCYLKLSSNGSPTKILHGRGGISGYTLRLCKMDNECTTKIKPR
Target sequence (P03951 388-625 limits assumed): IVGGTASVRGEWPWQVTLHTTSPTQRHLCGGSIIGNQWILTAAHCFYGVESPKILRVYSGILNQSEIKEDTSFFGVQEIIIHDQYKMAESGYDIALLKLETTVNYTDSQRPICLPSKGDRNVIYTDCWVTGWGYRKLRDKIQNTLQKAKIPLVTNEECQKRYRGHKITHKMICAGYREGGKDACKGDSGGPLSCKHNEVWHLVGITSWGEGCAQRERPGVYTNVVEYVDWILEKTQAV
AP ELISA ortho = orthogonal test for alternative complement pathway inhibitors; AID 1235; inhibition, % at 5 µM; 0.08% of 62,000 active; Human serum alternative complement pathway, LPS-coated ELISA, C3 deposition; tested in compound mixtures;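 active = inhibition above 30% in each of the two pooled mixtures holding the compound, so the lower value exceeds 30%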;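 note: 0% = serum in Mg-EGTA without compound and 100% = EDTA serum blank; some compounds past the cut are filed as inactive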
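Assay system: Human serum alternative complement pathway, C3 deposition on LPS-coated wells | Incubation: 1 h serum-compound exposure at 37 °C | Doses: 5 µM per compound in ten-compound mixtures | Read-out: Percent inhibition | Technique: ELISA with HRP anti-human C3 antibody, TMB substrate, absorbance 450 nm | Replication: Two pool placements per compound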
DUSP1 inh = human dual specificity phosphatase 1 inhibition; P28562; recombinant MKP-1, OMFP hydrolysis fluorescence; 0.15% of 65,000 active; inhibition, %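 (compounds tested at a single concentration somewhere between 10 and 100 µM)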;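 active = inhibition above about 50%, limit read from the data; inconclusive = inhibition over screen mean plus 3 SD, below that limit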;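 note: 0% = DMSO max control wells and 100% = wells with enzyme stopped by NaOH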
Target sequence (P28562 whole entry, looked up): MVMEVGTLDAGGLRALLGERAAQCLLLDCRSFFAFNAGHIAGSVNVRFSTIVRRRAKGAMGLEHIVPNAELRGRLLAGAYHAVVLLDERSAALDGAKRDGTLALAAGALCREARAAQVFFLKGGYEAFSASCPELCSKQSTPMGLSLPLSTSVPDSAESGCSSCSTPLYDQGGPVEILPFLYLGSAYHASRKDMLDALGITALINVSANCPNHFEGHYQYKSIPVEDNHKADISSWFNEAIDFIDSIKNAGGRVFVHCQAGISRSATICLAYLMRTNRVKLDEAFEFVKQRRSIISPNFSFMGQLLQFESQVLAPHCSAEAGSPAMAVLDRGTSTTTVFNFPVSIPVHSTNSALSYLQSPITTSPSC
JNK3 blocker = inhibitors of human JNK3 kinase. purified JNK3 kinase activity, HTS. inhibition, % at 8 µM. 0.61% of 60,000 active; in the data active = inhibition above about 17%;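 note: 0% = DMSO and 100% = reference inhibitor; many of its hits are not listed in these tables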
Cdc25B block = human M-phase inducer phosphatase 2 inhibition | inhibition, %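 (compounds tested at 10 µM final in the well)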 | AID 368 | recombinant Cdc25B, OMFP fluorescence Ex485/Em525 | 0.1% of 65,000 active; in the data active = inhibition above about 50%
FXIIa inh mix = factor XIIa (human) inhibition, mixture screen. P00748. purified FXIIa, fluorogenic substrate, pooled mixtures. inhibition, % at 5 µM. 0.2% of 62,000 active;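 note: 0% = enzyme without compound and 100% = no enzyme blank; some results filed as inactive read as strong as hits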
MMP-13 inhibitor = inhibitors of human MMP13; P45452; MMP-13 fTHP FRET cleavage, Mca fluorescence; inhibition, % at 4 µM; 0.07% of 65,000 active; AID 570;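 active = inhibition above the mean of compound-free control plate wells plus 3 SD, cut at about 14% in these data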;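 note: 0% = DMSO wells and 100% = wells with reference MMP-13 inhibitor after basal subtraction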
Hsp90 block = displaces geldanamycin probe from tumor Hsp90 | P07900 | NCI-N417 lysate Hsp90, Cy3B-geldanamycin FP displacement | inhibition, % at 30 µM | 0.35% of 64,000 active | AID 429;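 active = inhibition above 50%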;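 note: 0% = tracer plus lysate wells and 100% = tracer alone without lysate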
A340 absorber = absorbance at 340 nm. compound absorbance at 340 nm, fold over control. fold change at 10 µM. 65,000 tested, under 10 active;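 active = at 10 µM dose, initial 340 nm absorbance at least 2 fold that of control wells; inactive = change under 2 fold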;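 note: initial absorbance extrapolated from kinetic A340 decline of NADH oxidation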
Numbers without * were called inactive; ? = inconclusive; . = no result given; [ ] = remark or other dose. Cut-off read from the data, not from the text of the source, unless noted: active = inhibition above about 20% (passing the limit was not always enough); inactive = the rest.

SMILES	FXIa mix inh	AP ELISA ortho	DUSP1 inh	JNK3 blocker	Cdc25B block	FXIIa inh mix	MMP-13 inhibitor	Hsp90 block	A340 absorber
O=C(Nc1cccnc1)c1ccc(COc2ccccc2Br)o1	-0.9	10.4	37.6	20.7*	-15.6	1.2	3.8	-13.2	1.01
CCN(CC)C(=O)CSc1nnc(-c2ccccn2)n1-c1ccc(C)c(C)c1	0.8	-7.1	24.4	2.9	-6.8	4.4	-0.1	2.1	1.01
Cc1ccc(N2CCN(S(=O)(=O)N(C)C)CC2)c(C)c1	-2.1	4.9	-7.6	-3.0	-12.7	6.8	-2.4	1.4	0.99
Clc1ccc(OCc2nn3c(-c4ccncc4)nnc3s2)cc1	3.8	7.8	-9.5	-1.5	-5.4	0.6	5.2	0.9	1.05
CC1=C(c2ccc(Cl)cc2)[N+](=O)C(C)(C)N1[O-]	1.9	-10.2	-22.2	4.2	10.7	-11.8	-0.3	0.0	1
CCOc1ccc(-c2nnn(CC(=O)Nc3ccccc3OC)n2)cc1OCC	5.5	5.2	14.4	2.7	1.7	2.5	-8.1	-1.3	1
CCCNC(=O)c1cc(-c2ccc(Br)cc2)on1	1.3	15.2	-2.0	8.7	-10.1	-10.6	0.2	-0.9	1
Cc1nnc(SCC(=O)n2c3c(c4ccccc42)CCCC3)s1	4.2	5.8	3.2	-8.4	-14.5	-1.4	0.8	1.7	1.03
COc1ccc2c(c1)CCc1c(C(=O)N3CCc4ccccc4C3)noc1-2	15.3	15.2	-16.1	0.0	-5.3	0.5	-7.8	-1.9	1
Cc1nn(-c2ccccc2)c(C)c1/C=N/O	-6.5	21.3	-5.7	0.4	-0.4	2.1	0.5	1.6	0.99
Cc1[nH]n(-c2ccccc2)c(=O)c1/C=N/O	3.3	19.4	9.7	.	-13.8	5.2	.	.	1
Cc1occc1C(=O)NCc1cccs1	8.5	-2.0	11.2	-5.8	-0.2	6.0	1.7	-5.7	1.04
Cc1ccc(N(CC(=O)N2CC(=O)Nc3ccccc32)S(=O)(=O)c2ccc3c(c2)OCCO3)cc1	-5.1	6.8	.	.	.	0.1	2.8	.	1.05
CCOc1ccc(C2/C(=C(/O)c3ccccc3)C(=O)C(=O)N2CCCN(C)C)cc1OC (stereo not given)	7.4	6.0	0.5	6.3	4.8	10.6	0.7	-5.2	0.99
O=C(Cc1cccs1)NCc1ccco1	-2.5	12.2	4.4	3.0	-15.3	10.6	-0.9	-8.6	1.06
Cc1cc(=O)[nH]c(N2CCCC2)n1	4.3	26.6	14.9	6.2	-11.8	5.5	4.7	0.0	1.04
O=C1CCC(C(=O)OCc2cc(Cl)ccc2OC(F)F)N1 (stereo not given)	7.2	5.4	9.0	-0.8	-14.9	13.2	2.0	-2.4	1.02
Cc1cc(-c2nc3ncccc3o2)ccc1NC(=O)CC(C)C	43.2	1.7	1.4	4.8	-2.4	9.6	-382.9[fluorescence artefact?]	-2.9	1.1
O=C1c2ccccc2C(Nc2ccc3nc(-c4cccnc4)[nH]c3c2)N1Cc1ccco1 (stereo not given)	-2.6	2.5	7.5	-5.6	3.5	-18.2	-8.4	7.4	1.09
O=C(Nc1ccccc1)N(C1=NCCC1)c1ccc(OC(F)F)cc1	-0.7	-20.9	9.8	8.2	-11.7	9.8	0.8	-2.4	0.99
O=S(=O)(Nc1nc2ccccc2nc1NCc1ccco1)c1cccs1	6.9	12.9	-3.1	-9.5	3.8	-16.9	-5.5	-7.3	1.05
Clc1ss/c(=N\c2ccccn2)c1Cl	-2.2	10.2	1.1	.	7.1	10.3	0.3	5.6	1.01
O=C(O)CC(C(=O)N(c1ccccc1)c1ccccc1)N1CCOCC1 (stereo not given)	.	.	7.7	9.3	16.4	.	0.6	-4.8	1.01
COc1ccccc1C(c1nnnn1C(C)(C)C)N1CCN(Cc2ccncc2)CC1 (stereo not given)	-2.3	27.1	-1.4	-8.2	-18.2	2.9	-1.8	-0.7	1.01
CCN1CCN(C(c2cccs2)C(C)NS(=O)(=O)c2ccc(F)cc2)CC1 (stereo not given)	6.7	10.9	10.1	7.3	6.2	-19.1	4.6	9.6	1.06

Entries listed so far shown as hits in JNK3 blocker:
Compound	FXIa mix inh	AP ELISA ortho	DUSP1 inh	JNK3 blocker	Cdc25B block	FXIIa inh mix	MMP-13 inhibitor	A340 absorber
O=C(Nc1cccnc1)c1ccc(COc2ccccc2Br)o1	-0.9	10.4	37.6	20.7*	-15.6	1.2	3.8	1.01

Remaining list, next part.
SMILES	FXIa mix inh	AP ELISA ortho	DUSP1 inh	JNK3 blocker	Cdc25B block	FXIIa inh mix	MMP-13 inhibitor	Hsp90 block	A340 absorber
Brc1cccc(/C=N\n2cnnc2)c1	7.9	10.2	-4.3	-8.7	9.3	-1.6	-1.1	-0.3	1.04
O=C(Nc1ccc(Cc2ccc(NC(=O)C3CC3)c(O)c2)cc1O)C1CC1	-3.9	-6.5	-1.2	-0.8	1.0	-18.0	6.0	-2.9	1.02
CC(=O)c1cccc(NC(=O)c2cc(-c3ccc(F)cc3)on2)c1	2.6	12.0	26.5	-0.1	1.1	7.3	0.9	-6.3	1.04
O=C1CCCc2nc(N3CCN(C(c4ccccc4)c4ccccc4)CC3)ncc21	6.1	18.6	6.2	5.0	-2.6	10.3	6.5	-7.9	1.07
O=C(COc1ncnc2ccccc12)NC1CCS(=O)(=O)C1 (stereo not given)	9.3	4.9	12.7	3.0	-2.8	-21.5	1.6	-1.6	0.99
CCCn1c(SCC(=O)N2CCN(S(=O)(=O)c3ccc(Cl)cc3)CC2)n[nH]c1=O	5.6	7.1	6.8	12.1	-5.6	0.8	-1.9	-3.3	1
O=C(c1ccco1)N1CCN(c2ncnc3c2[nH]c2ccccc23)CC1	.	.	-32.6	-3.8	18.3	.	-27.6	-3.7	1.07
CCN1CCCC1CNC(=O)C1c2ccccc2C(=O)N(CCOC)C1c1ccc(F)cc1 (stereo not given)	6.3	12.9	0.3	.	-16.9	5.2	7.4	.	1.01
COCCn1nnnc1C(c1cc2cc(OC)ccc2[nH]c1=O)N1CCC(Cc2ccccc2)CC1 (stereo not given)	0.0	0.0	28.3	-0.5	-0.3	-0.7	-21.8	-5.0	1.02
Cc1nnc(SCCCN2C(=O)c3ccccc3C2=O)o1	5.1	-3.9	-15.1	5.7	0.2	-0.9	2.7	-1.9	0.98
O=C(c1cc2ccccc2o1)c1nc2c(n1O)CCCCC2	4.0	-7.3	-10.6	-12.0	-16.6	2.7	5.0	-2.7	1.16
CSC1=NCCN1C(=O)Cc1cccs1	3.0	10.1	1.3	-6.0	-2.8	7.2	6.6	-9.1	1.03
CN1C(=O)CSc2ccc(NC(=O)NCc3cccnc3)cc21	7.0	4.4	27.0	5.2	-4.5	11.6	3.5	-0.9	1.01
CN(C)CCCN1C(=O)c2oc3ccccc3c(=O)c2C1c1cccs1 (stereo not given)	7.8	10.8	5.7	-5.3	2.8	5.8	-0.6	-6.8	0.99
COc1ccc(N(CC(=O)NCc2ccco2)S(=O)(=O)c2c(C)nn(C)c2C)cc1	-14.1	23.8	5.9	1.6	-7.1	7.1	-0.3	-3.2	1.03
O=c1c2ccccc2c2ccccc2c(=O)n1Cc1ccco1	4.4	-18.3	-0.9	4.0	-10.3	3.2	4.0	-1.7	1.04
CC1CCN(C2CC(=O)N(c3ccc(Br)cc3Br)C2=O)CC1 (stereo not given)	6.0	12.0	29.6	.	-2.8	0.2	-3.0	-2.5	1
Cn1c(=O)n(Cc2ccccc2)c(=O)c2c1nc(NCC1CCCO1)n2Cc1ccccc1 (stereo not given)	0.2	-3.0	-5.1	-0.8	-23.9	9.9	6.1	-2.7	0.99
O=C(NCCO)C1(c2ccccc2)CCCC1	.	.	-7.0	-14.3	1.8	.	-1.9	-4.0	1
CN(CCCNC(=O)C1CCN(S(=O)(=O)N2CCC3(CC2)OCCO3)CC1)Cc1ccccc1	5.1	17.8	-9.4	.	2.6	4.4	2.4	0.1	1.05
COC(=O)c1cc2oc(C)cc2n1CC(=O)Nc1cc(C)cc(C)c1	5.7	19.3	1.6	-13.4	4.7	0.7	-1.6	6.8	1.01
C=C(C)C1CCC(C)=C1CC(C)(C)/C=N\n1cnnc1 (stereo not given)	7.8	27.7	17.6	-0.7	-2.6	8.3	4.3	1.7	1.04
COc1ccc(Cc2nc(-c3ccc(-n4cccc4)cc3)no2)cc1OC	6.4	22.3	11.9	-0.9	-15.5	3.9	4.8	0.4	1.05
O=C(CN1C(=O)c2cccc3cccc1c23)N1CCN(c2ccc(F)cc2)CC1	-7.0	12.7	8.8	.	-7.6	-14.8	5.2	.	1.09
Cn1c(=O)[nH]c(=O)c2c1nc(CN1CCN(c3ccccc3F)CC1)n2CCCc1ccccc1	.	.	31.7	-2.6	-5.0	.	-5.9	2.6	0.98
(next part)
SMILES	FXIa mix inh	AP ELISA ortho	DUSP1 inh	JNK3 blocker	Cdc25B block	FXIIa inh mix	MMP-13 inhibitor	Hsp90 block	A340 absorber
Oc1ccc(-c2csc(Nc3cccnc3)n2)cc1	-2.5	8.8	-2.6	-13.3	-2.7	1.7	-0.2	4.0	1.05
Cc1cccc(NC(=O)CSc2ncnc3c2oc2ccccc23)c1	13.9	17.7	19.7	-7.2	-1.9	9.6	-2.0	-1.6	1.07
CC(C)C[C@@H]1NC(=O)N(CCN2CCOCC2)C1=O	2.0	-14.3	-3.2	1.7	1.8	-1.0	1.5	-2.2	1.01
O=C(Cc1ccc(S(=O)(=O)N2CCOCC2)s1)NCC1CCCCC1	11.4	6.0	25.5	-1.5	-9.9	-9.6	-1.3	-6.0	1.02
O=C(CN1C(=O)C2C3C=CC(C3)C2C1=O)N1CCc2ccccc2C1 (stereo not given)	-1.4	-5.8	4.3	-0.7	-1.4	-9.1	5.4	-3.7	0.99
Cc1ccc2c(c1C)NC(C(=O)O)C1CC=CC21 (stereo not given)	-19.0	11.7	?	2.8	52.6*	11.3	4.0	-17.0	1.02
O=C(O)Cn1c(O)c(C=Nc2ccccc2)sc1=S	13.3	11.8	-30.2	-4.0	5.2	-0.6	10.5	-0.1	1.03
CCC1CCCCN1CCNC(=O)c1[nH]c(C)c(C(C)=O)c1C (stereo not given)	6.2	14.3	-9.1	1.6	-11.7	5.3	0.6	-0.2	1
c1ccc(CCCc2nc(-c3ccccn3)no2)cc1	3.9	-4.2	1.6	1.6	-6.9	1.0	1.2	-0.8	1.01
CCOC(=O)C1=C(c2ccccc2)N2CCN=C2S1	-26.4	0.1	-15.3	7.8	-7.6	-22.8	-5.5	-1.4	1.01
COc1cc2nc(NC(=O)c3ccccc3)[nH]c(=O)c2cc1OC	3.3	20.9	13.9	.	6.9	-15.5	5.8	-4.2	1.05
COc1cc(C2C3=C(CC(c4ccco4)CC3=O)Nc3ccccc3N2C(C)=O)cc(OC)c1OC (stereo not given)	10.3	17.7	13.6	-2.3	-0.8	6.4	-0.2	-6.3	1.18
CC(C)(C)c1csc(NC2=NS(=O)(=O)c3ccccc32)n1	0.9	7.8	3.5	-3.7	6.9	7.2	0.2	-3.5	1.26
CCOC(=O)C1CCN(c2cc(C)nc3cc(-c4cccc(F)c4)nn23)CC1	1.6	-5.8	4.0	-3.6	-10.1	3.6	-8.8	-6.3	0.98
N#CCc1nc2c3c4c(sc3ncn2n1)CCCC4	4.1	-7.8	-3.1	9.4	13.2	-13.9	1.3	-7.2	1
Cc1cc(-c2ccccc2)nc2cc(C(=O)NCCCn3ccnc3)nn12	1.7	7.3	5.1	.	-0.7	7.9	-5.9	-3.0	1.02

Of the compounds above, these have a tert-butyl group.
SMILES	FXIa mix inh	AP ELISA ortho	DUSP1 inh	JNK3 blocker	Cdc25B block	FXIIa inh mix	MMP-13 inhibitor	Hsp90 block	A340 absorber
COc1ccccc1C(c1nnnn1C(C)(C)C)N1CCN(Cc2ccncc2)CC1 (stereo not given)	-2.3	27.1	-1.4	-8.2	-18.2	2.9	-1.8	-0.7	1.01
CC(C)(C)c1csc(NC2=NS(=O)(=O)c3ccccc32)n1	0.9	7.8	3.5	-3.7	6.9	7.2	0.2	-3.5	1.26
